aSyn rescue = qHTS of alpha-syn Inhibitors. Yeast expressing alpha-synuclein, growth rescue, BacTiter-Glo, 24 h. Potency, µM (highest dose often 46.1 µM), for inactives: top-dose growth rescue (activation), usual class: activators. hit rate 0.14% among 370,000; also: potency is read from the fitted curve at half-maximal effect; % of control where 0% means no effect; nearly all actives have a fitted effect of over 65% in size
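Galactose-induced alpha-syn yeast (OD600=0.02, raffinose-pregrown) + pinned cpd, 24 hr, 30 deg C; growth by BacTiter-Glo luminescence. Growth restoration scores as activation.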
FUS suppressor = qHTS for Suppressors of FUS Proteinopathy: Primary screen using FUS-linked yeast assay; S. cerevisiae FUS-expressing, growth rescue, OD600, 24 h; Potency, µM (highest dose often 76.6 µM), for inactives: at the highest dose growth rescue (activation), hits mostly activators; hit rate 0.24% among 390,000;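 also: potency is read from the fitted curve at half-maximal effect; plate controls were DMSO vehicle for no effect and reference control for full effect; nearly all actives have a fitted effect of over 55% in size; some results filed as inactive show a strong effect at the top dose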
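Read-out: OD at 600 nm after 24hr at 30C, reporting rescue of FUS-induced yeast toxicity. Cells at OD 0.005 in galactose (2%) minimal medium; compounds tested in a dilution series; CP55940 titration from 92uM final as control.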
WRN inhibitor = qHTS for Inhibitors of WRN Helicase. Bifunctional 3'-5' exonuclease/ATP-dependent helicase WRN (Homo sapiens), Q14191. WRN helicase unwinding, fluorescent forked duplex, kinetic. Potency, µM (highest dose often 114 µM), inactives show at the top dose activity change, negative = inhibition, actives largely listed as inhibitors. hit rate 0.46% among 360,000. AID 651768, 2012; also: potency is read from the fitted curve at half-maximal effect; % is scaled to controls: 0 for no effect and ±100 for the full control effect; nearly all actives have a fitted effect of over 55% in size
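Screening of the MLSMR collection measured strand separation of a quenched forked DNA duplex (100 nM) by 20 nM WRN with 2 mM ATP, all final. Compounds were preincubated with enzyme 15 min at room temperature.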
EPAC1 antagonist = qHTS for Antagonist of cAMP-regulated guanine nucleotide exchange factor 3 (EPAC1): primary screen; hit rate 0.14% among 360,000; EPAC1 GEF assay, Rap1b-BODIPY-GDP exchange fluorescence; Potency, µM (highest dose often 115 µM), without a hit: at the top dose activity change, negative = inhibition, usual class: inhibitors; AID 720709, 2013;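 also: potency is read from the fitted curve at half-maximal effect; plate controls were vehicle for no effect and positive control for full effect; nearly all actives have a fitted effect of over 50% in size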
Target sequence (O95398 whole entry, looked up): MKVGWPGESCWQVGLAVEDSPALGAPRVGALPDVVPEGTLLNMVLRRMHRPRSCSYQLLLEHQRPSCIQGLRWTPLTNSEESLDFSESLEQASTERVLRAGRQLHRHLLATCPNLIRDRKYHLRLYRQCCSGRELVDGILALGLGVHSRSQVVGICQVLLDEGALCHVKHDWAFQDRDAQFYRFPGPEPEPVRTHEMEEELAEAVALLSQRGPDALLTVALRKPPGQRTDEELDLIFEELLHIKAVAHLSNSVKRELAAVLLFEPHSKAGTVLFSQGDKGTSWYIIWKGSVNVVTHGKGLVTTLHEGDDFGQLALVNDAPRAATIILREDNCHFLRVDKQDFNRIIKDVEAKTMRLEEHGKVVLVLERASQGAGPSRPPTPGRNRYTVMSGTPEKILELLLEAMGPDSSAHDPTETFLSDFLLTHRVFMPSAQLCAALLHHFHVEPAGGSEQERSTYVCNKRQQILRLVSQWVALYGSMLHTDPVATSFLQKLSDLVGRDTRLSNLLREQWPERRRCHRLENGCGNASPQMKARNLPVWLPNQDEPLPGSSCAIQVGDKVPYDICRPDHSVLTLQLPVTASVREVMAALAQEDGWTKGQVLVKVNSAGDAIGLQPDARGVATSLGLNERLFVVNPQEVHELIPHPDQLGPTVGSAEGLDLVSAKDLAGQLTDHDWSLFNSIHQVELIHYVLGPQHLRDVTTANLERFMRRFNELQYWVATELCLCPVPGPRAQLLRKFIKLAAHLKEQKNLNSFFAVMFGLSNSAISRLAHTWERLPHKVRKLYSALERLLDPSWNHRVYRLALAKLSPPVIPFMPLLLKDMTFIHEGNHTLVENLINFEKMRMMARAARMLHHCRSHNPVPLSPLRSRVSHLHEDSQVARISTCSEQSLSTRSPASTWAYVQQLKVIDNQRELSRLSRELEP
IL2 activator = qHTS of IL-2 Activators; IL-2 activation reporter assay, cell-based qHTS; stimulated with anti-CD3/CD4/CD28 beads; in transgenic mouse T cells; activation, % (series mostly up to about 46 µM); hit rate 0.065% among 360,000; in the data active = activation above about 50%; inconclusive = mostly about 30% to 49%; also: 0% is about no effect
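Using fluorescent plate cytometry, EGFP and DsRed are detected in transgenic mouse T cells stimulated 18 h at 37 degrees C with antibody-coated beads after 60 min compound pretreatment.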
PI5P4Ka inh = qHTS for Inhibitors of phosphatidylinositol 5-phosphate 4-kinase (PI5P4K); Phosphatidylinositol 5-phosphate 4-kinase type-2 alpha (Homo sapiens), P48426; PI5P4Kalpha enzyme, ADP-Glo luminescence, 60 min; stronger effect = lower value; max response, %; hit rate 1.2% among 330,000; active = max response of -50% or lower; inconclusive = between -30% and -50%; inactive = -30% or higher; also: value at the top dose of about 77 µM; % is scaled to controls: 0 for no effect and ±100 for the full control effect
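Human PI5P4Kalpha with substrate in 0.038 M HEPES pH 7.4, 0.28 mM EGTA, 0.1% CHAPS, 5% DMSO; reaction started with 5 microM ATP (final), 60 min at room temperature. ADP formed read by ADP-Glo luminescence.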
PLK1 PBD inh = qHTS for Inhibitors of PLK1-PDB (polo-like kinase 1 - polo-box domain): Primary Screen | Plk1 PBD binding of FITC phosphopeptide, fluorescence polarization | Serine/threonine-protein kinase PLK1 (Homo sapiens), P53350 | Potency, µM, for inactives: max response, negative = inhibition, hits mostly inhibitors | hit rate 2.8% among 360,000; also: potency is read from the fitted curve at half-maximal effect; series mostly up to about 57 µM; % is scaled to controls: 0 for no effect and ±100 for the full control effect; nearly all actives have a fitted effect of over 65% in size
EPAC1 ag = qHTS for Agonist of cAMP-regulated guanine nucleotide exchange factor 3 (EPAC1): primary screen. Rap guanine nucleotide exchange factor 3 (Homo sapiens), O95398. EPAC1 agonist qHTS, biochemical assay; response scale: 100% = response to 6.5 mM cAMP. Potency, µM (doses to about 154 µM), without a hit: at the highest dose activation, most hits filed as activators. hit rate 0.073% among 360,000. AID 720707, 2013; also: potency is read from the fitted curve at half-maximal effect; nearly all actives have a fitted effect of over 60% in size
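Compounds were pinned as a concentration titration into mixtures of EPAC1 (100 nM), BODIPY-GDP-loaded Rap1B (250 nM) and GDP (50 uM). After 5 min at room temperature, fluorescence was followed for 30 min; activity was scaled to 6.5 mM cAMP.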
Abeta rescue = qHTS for compounds that reverse cellular toxicity of Amyloid beta (A-beta) peptide in yeast: Primary Screen; yeast expressing A-beta42, growth rescue, OD600, 48 h; response scale: 0% DMSO, 100% iron-clioquinol control; AID 1347071, 2019; Potency, µM (series often up to 46.1 µM), inactives show at the highest dose growth rescue, hits mostly activators; hit rate 0.063% among 410,000; also: potency is read from the fitted curve at half-maximal effect; nearly all actives have a fitted effect of over 55% in size
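Yeast A-beta toxicity model in growth medium with pinned compounds, 48 h at 30 C; growth read as absorbance at 600 nm. Normalized to FeCl3/clioquinol equimolar mix (positive) and DMSO (negative).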
* = called active by the depositor; ? = inconclusive; . = not tested or not shown; [ ] = dose if it differs, or a comment. Unless noted, calls follow the shape of the dose curve; as a rule, active = well fitted curve in the direction sought with a large enough effect; inconclusive = small, poorly fitted or top-dose-only effect, or another doubt; inactive = no such curve, though single readings can be large; an effect the other way counts as inactive or inconclusive.

[1] COc1ccc(OC)c(S(=O)(=O)N2CCC3(CC2)OCCN3S(=O)(=O)c2cccs2)c1
[2] Cc1ccccc1N1CCN(C2CCCN(C(=O)CN3CCCC3=O)C2)CC1 (stereo unspecified)
[3] CCN(CC)C(=O)Cn1cnc2sc(C)c(S(=O)(=O)N3CCC(C)CC3)c2c1=O
[4] CCc1cccc2c(C(=O)CSc3nnc(C4CC4)o3)c[nH]c12
[5] CCC1=Nc2cc(C(=O)O)ccc2Sc2ccc(Cl)cc21
compound no.	1	2	3	4	5
aSyn rescue	3%	-4%	-6%	1%	-15%
FUS suppressor	28%	.	-5%	-14%	0%
WRN inhibitor	-6%	-19%	-2%	-6%	0%
EPAC1 antagonist	?	-2%	4%	2%	-6%
IL2 activator	-4.1	-2.2	0.3	-0.3	0.7
PI5P4Ka inh	0	8	-5	4	-12
PLK1 PBD inh	-3%	-14%	1%	1%	-17%
EPAC1 ag	2%	-3%	-1%	1%	4%
Abeta rescue	9%	0%	-8%	21%	-14%

[6] CN(CCC(=O)c1ccccc1)CCC(=O)c1ccccc1
[7] COc1ccc(S(=O)(=O)N2C[C@H]3CON(C)[C@H]3C[C@H]2c2ccc(-c3cc4ccccc4o3)cc2)cc1
[8] O=C(Nc1ccc(F)cc1)C1CCN(C(=O)c2ccc(F)cc2)CC1
[9] c1ccc(C(Cc2nc(-c3ccccn3)no2)c2ccccc2)cc1
[10] O=C(c1cc2cc(Cl)ccc2o1)N1CCCC1
compound no.	6	7	8	9	10
aSyn rescue	-5%	2%	-2%	8%	12%
FUS suppressor	14%	?	-3%	25%	-20%
WRN inhibitor	-12%	-6%	-3%	-11%	-4%
EPAC1 antagonist	-7%	-8%	7%	-5%	-20%
IL2 activator	-1.0	-3.1	0.8	0.0	4.6
PI5P4Ka inh	1	6	-2	9	-2
PLK1 PBD inh	27µM*	-13%	-8%	3%	-16%
EPAC1 ag	8%	-23%	-2%	-4%	-3%
Abeta rescue	-4%	-2%	-2%	8%	-39%[inhibitor]

[11] Oc1c(/C=N/c2ccccn2)sc2ccccc12
[12] Cc1cc(NC(=O)COC(=O)c2n[nH]c3ccccc23)no1
[13] Cc1cc(C)cc(N2C(=O)CC(Sc3nnnn3-c3ccccc3)C2=O)c1 (stereo unspecified)
[14] O=C(Nc1nnc(-c2ccc3c(c2)OCCO3)o1)c1ccc(Cc2ccccc2)cc1
[15] Cc1cccc(NC(=O)CNC(=O)COc2cc(F)ccc2[N+](=O)[O-])c1C
compound no.	11	12	13	14	15
aSyn rescue	-10%	0%	-1%	0%	2%
FUS suppressor	3%	16%	?	-14%	-2%
WRN inhibitor	-8%	0%	-8%	-1%	5%
EPAC1 antagonist	-1%	7%	-20%	12%	-3%
IL2 activator	4.6	1.2	-3.5	-1.8	2.8
PI5P4Ka inh	-10	-3	.	-4	-12
PLK1 PBD inh	1%	-8%	?	-10%	15µM*
EPAC1 ag	2%	0%	15%	17%	4%
Abeta rescue	-4%	6%	-20%	6%	-1%

[16] O=C(/C=C/c1ccccc1)Oc1ccc(C(=S)N2CCOCC2)cc1
[17] CCCCC(=O)Nc1nc2ccc3nc(C)sc3c2s1
[18] O=C(NNC(=S)Nc1cccc(C(F)(F)F)c1)c1ccncc1
[19] O=C(CCCc1nc(-c2ccc(Cl)cc2)no1)Nc1cccnc1
[20] Cc1cc(C)nc(Nc2ccccc2Cl)n1
compound no.	16	17	18	19	20
aSyn rescue	0%	-9%	1%	?	-5%
FUS suppressor	-12%	29%	2%	-2%	20%
WRN inhibitor	10%[57.1 µM]	-9%	-3%	-5%	-9%
EPAC1 antagonist	-10%	-16%	3%	1%	-1%
IL2 activator	2.6	-3.7	-0.9	-0.7	-0.3
PI5P4Ka inh	14	?	-23	.	6
PLK1 PBD inh	-15%	0%	0%	-3%	5%
EPAC1 ag	-2%	-13%	-12%	1%	-3%
Abeta rescue	-16%	-9%	6%	-55%[inhibitor]	7%

[21] COc1ccc(CC(=O)O/N=C(\N)c2cccc([N+](=O)[O-])c2)cc1
[22] CC(C)(C)OC(=O)N/N=C/c1c[nH]c2ccccc12
[23] Cc1ccc(C(C)C)c(OCCN2CCc3ccccc3C2)c1
[24] c1cnc2cc(-c3ccsc3)ncc2c1
[25] CC(C)Cc1cc(C(=O)Nc2cccnc2)no1
compound no.	21	22	23	24	25
aSyn rescue	5%	1%	2%	-3%	0%
FUS suppressor	16%	.	18%	-14%	27%
WRN inhibitor	-8%	-4%	-26%	12%	0%
EPAC1 antagonist	-4%	-18%	-5%	-23%	-11%
IL2 activator	-2.2	-2.2	-0.8	-0.5	-1.1
PI5P4Ka inh	-2	9	12	-6	1
PLK1 PBD inh	0%	-1%	-8%	-10%	5%
EPAC1 ag	-5%	-1%	6%	14%	1%
Abeta rescue	10%	-8%	27%	-10%	-6%

[26] CN(C)CCCNC1=CC(=O)CC(c2ccccc2)C1 (stereo unspecified)
[27] CN(C)c1ccc(C(=O)N2CCNC(=O)C2CC(=O)Nc2ccc(F)cc2)cc1 (stereo unspecified)
[28] COCCCNCCCCOc1ccc(C)cc1[N+](=O)[O-]
[29] CCCCN(C)Cc1cc(=O)oc2ccc3ccccc3c12
[30] CCOc1ccc(C(=O)CCc2nc3ccccc3s2)cc1
compound no.	26	27	28	29	30
aSyn rescue	2%	-1%	2%	9%	12%
FUS suppressor	22%	4%	3%	-24%	18%
WRN inhibitor	2%	-5%	5%	-5%	-12%
EPAC1 antagonist	-9%	-1%	-4%	-3%	-5%
IL2 activator	-3.0	-3.6	-1.7	-0.3	-2.6
PI5P4Ka inh	-5	-2	-5	10	.
PLK1 PBD inh	-10%	-9%	-1%	3%	-10%
EPAC1 ag	2%	-12%	4%	2%	19%
Abeta rescue	-16%	-4%	3%	7%	-31%[inhibitor]

[31] CCOc1ccc2[nH]c(=O)c(C(c3nnnn3CCOC)N3CCOCC3)cc2c1 (stereo unspecified)
[32] O=C(NC(=S)Nc1cccc(NC(=O)c2ccc(Cl)cc2Cl)c1)c1cccs1
[33] O=C(/C(=C(/[O-])c1ccccc1)[n+]1ccccc1)c1ccc([N+](=O)[O-])cc1
[34] CCc1ccc(S(=O)(=O)NCc2csc(-c3cccnc3)n2)s1
[35] COc1ccccc1OCC(=O)Nc1cc2c(cc1C(=O)O)OCCCO2
compound no.	31	32	33	34	35
aSyn rescue	10%	0%	1%	16%	-7%
FUS suppressor	-2%	.	19%	-3%	21%
WRN inhibitor	6%	5%	20%	-5%	-4%
EPAC1 antagonist	7%	10%	19%	-10%	12%
IL2 activator	-2.6	-4.7	1.7	0.5	3.7
PI5P4Ka inh	0	11	-8	0	-9
PLK1 PBD inh	-2%	-15%	-4%	-17%	-28%
EPAC1 ag	-5%	11%	1%	0%	-4%
Abeta rescue	?	-8%	-5%	-3%	-7%

[36] COc1ccccc1C(=O)CN1C(=O)NC2(CCCCCC2)C1=O
[37] COc1cc(C(c2sc3nc(C)nn3c2O)N2CC(C)OC(C)C2)cc(OC)c1OC (stereo unspecified)
[38] Cc1c(C(=O)NCCc2ccccc2)oc2ccccc12
[39] COc1cccc(C2=NOC(C(=O)Nc3cc(C)nn3-c3ccccc3)C2)c1OC (stereo unspecified)
[40] Cc1ccc2ccc(S(=O)(=O)n3nc(C)cc3C)cc2c1
compound no.	36	37	38	39	40
aSyn rescue	-5%	-2%	0%	3%	?
FUS suppressor	3%	-5%	11%	-12%	36%
WRN inhibitor	2%	-4%	-4%	8%	-8%
EPAC1 antagonist	-3%	-11%	1%	-6%	-4%
IL2 activator	0.3	0.4	-0.1	-3.6	-1.3
PI5P4Ka inh	4	-3	4	0	.
PLK1 PBD inh	2%	0%	-14%	-12%	-9%
EPAC1 ag	-6%	-2%	16%	7%	20%
Abeta rescue	4%	3%	-12%	0%	5%

Shown as a markdown table: entries from further up
| nr | SMILES | aSyn rescue | FUS suppressor | WRN inhibitor | EPAC1 antagonist | IL2 activator | PI5P4Ka inh | PLK1 PBD inh | EPAC1 ag | Abeta rescue |
| --- | --- | --- | --- | --- | --- | --- | --- | --- | --- | --- |
| 22 | CC(C)(C)OC(=O)N/N=C/c1c[nH]c2ccccc12 | 1% | . | -4% | -18% | -2.2 | 9 | -1% | -1% | -8% |
| 23 | Cc1ccc(C(C)C)c(OCCN2CCc3ccccc3C2)c1 | 2% | 18% | -26% | -5% | -0.8 | 12 | -8% | 6% | 27% |
| 24 | c1cnc2cc(-c3ccsc3)ncc2c1 | -3% | -14% | 12% | -23% | -0.5 | -6 | -10% | 14% | -10% |

(list continues)
[41] Cc1nn(-c2ccccc2)c(N)c1Sc1ccc([N+](=O)[O-])cc1
[42] CCOc1ccc(NC(=O)C/C(C)=N/NC(=O)Cc2ccc(Cl)cc2)cc1
[43] Cc1noc(C)c1NC(=O)Nc1cccc2c1O[C@H](CN(C)S(C)(=O)=O)[C@@H](C)CN([C@H](C)CO)C2=O
[44] CCN(CC)S(=O)(=O)c1cc(C(=O)Nc2cc(S(=O)(=O)N3CCOCC3)ccc2N2CCCC2)ccc1F
compound no.	41	42	43	44
aSyn rescue	-10%	16%	-5%	10%
FUS suppressor	11%	19%	2%	26%
WRN inhibitor	-27%	7%	-2%	1%
EPAC1 antagonist	-25%	-5%	7%	6%
IL2 activator	-0.4	-2.6	2.6	-2.8
PI5P4Ka inh	-16	0	-2	-2
PLK1 PBD inh	12µM*	-6%	6%	2%
EPAC1 ag	11%	-2%	-5%	1%
Abeta rescue	-31%[inhibitor]	10%	3%	0%

Screens deposited in PubChem BioAssay by National Center for Advancing Translational Sciences (NCATS).
